Screens deposited in PubChem BioAssay by National Center for Advancing Translational Sciences (NCATS).
mIDH1 inhibitor – qHTS for Inhibitors of mutant isocitrate dehydrogenase 1 (IDH1): qHTS | Isocitrate dehydrogenase [NADP] cytoplasmic (Homo sapiens), O75874 | IDH1-R132H enzyme, NADPH consumption, diaphorase/resazurin fluorescence | Potency, µM (doses to about 76.6 µM), without a hit: top-dose activity change, negative = inhibition, usual class: inhibitors | 390,000 tested, 0.093% active | AID 602179, 2012; note: % is set by controls: 0 for no effect and ±100 for the full control effect; nearly all actives have a fitted effect of over 65% in size
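IDH1-R132H (0.5 ug/mL) preincubated 30 min with compound, then NADPH (0.016 mM) and alpha-KG (2 mM) added; 80 min at RT, pH 7.5. Remaining NADPH coupled via diaphorase/resazurin to fluorescence (540/590 nm); concentration-response curves normalized to no-enzyme control.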
RGS4 inh – Inhibitors of Regulator of G Protein Signaling (RGS) 4: qHTS; Transcreener GDP fluorescence polarization, RGS4-accelerated GTP hydrolysis; Regulator of G-protein signaling 4 (Homo sapiens), P49798; 390,000 tested, 0.039% active; Potency, µM (top dose mostly 114 µM), inactives show top-dose activity change, negative = inhibition, usual class: inhibitors; AID 504845, 2011; note: % is set by controls: 0 for no effect and ±100 for the full control effect; nearly all actives have a fitted effect of over 75% in size; some results filed as inactive show a strong effect at the top dose
Target sequence (P49798 whole entry, looked up): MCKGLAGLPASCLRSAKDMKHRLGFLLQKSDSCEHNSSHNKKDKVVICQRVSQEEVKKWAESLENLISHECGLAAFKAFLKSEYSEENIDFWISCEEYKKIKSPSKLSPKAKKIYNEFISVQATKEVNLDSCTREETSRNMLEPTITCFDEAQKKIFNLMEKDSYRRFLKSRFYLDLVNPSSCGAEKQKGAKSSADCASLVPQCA
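MLSMR compounds (23 nl, pin-transferred) preincubated 10 min at room temperature with a 500nM (2x) first reagent, then RGS4 at 900nM (2x) plus Transcreener GDP mix added; fluorescence polarization (620/688 nm) read before and after 90 min at 30 °C.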
RXFP1 agonist – qHTS Assay for Agonists of the Relaxin Receptor RXFP1 | Relaxin receptor 1 (Homo sapiens), Q9HBX9 | HEK293T-RXFP1 cAMP TR-FRET, 30 min; response scale: percent of porcine relaxin response, buffer zero | Potency, µM (series often up to 57.5 µM), inactives show at the highest dose activation, usual class: activators | 370,000 tested, 0.3% active | AID 2676, 2010; note: % is set by controls: 0 for no effect and ±100 for the full control effect; nearly all actives have a fitted effect of over 60% in size; many of its hits are not listed in these tables
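HEK293 cells stably expressing RXFP1, treated 30 min at 37C with compounds plus PDE4 inhibitor Ro 20174; cAMP measured by HTRF TR-FRET. Normalized to buffer and 29 nM porcine relaxin; EC50 by Hill fit.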
Vif-A3G inh – qHTS for Inhibitors of Vif-A3G Interactions: qHTS | DNA dC->dU-editing enzyme APOBEC-3G (Homo sapiens), Q9HC16 | HeLa A3G-eYFP + Vif (tagged APOBEC3G with the HIV-1 protein that degrades it), YFP fluorescence, overnight | Potency, µM (doses to about 46.1 µM), for the others: at the top dose activity, negative = active, actives largely listed as inhibitors | 410,000 tested, 0.076% active | AID 602310, 2012;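 note: % is set by controls: 0 for no effect and ±100 for the full control effect; nearly all actives have a fitted effect of over 60% in size; hits raise eYFP signal because A3G escapes Vif-driven loss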
Target sequence (Q9HC16 whole entry, looked up): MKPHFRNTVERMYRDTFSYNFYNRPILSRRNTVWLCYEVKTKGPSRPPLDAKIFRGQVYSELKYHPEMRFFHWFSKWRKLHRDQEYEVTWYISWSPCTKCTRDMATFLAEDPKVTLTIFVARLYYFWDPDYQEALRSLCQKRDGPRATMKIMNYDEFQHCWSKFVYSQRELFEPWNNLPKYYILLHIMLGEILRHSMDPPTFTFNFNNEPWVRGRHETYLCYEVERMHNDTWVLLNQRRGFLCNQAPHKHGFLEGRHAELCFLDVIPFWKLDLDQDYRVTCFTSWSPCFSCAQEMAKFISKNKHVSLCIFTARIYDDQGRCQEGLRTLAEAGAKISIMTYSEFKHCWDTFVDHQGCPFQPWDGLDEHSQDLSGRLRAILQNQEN
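Read-out is eYFP fluorescence (Ex 488/Em 500-530) from Vif-expressing HeLa A3G-eYFP cells; more signal means A3G escaped Vif-mediated degradation. Cells plated overnight, compound pinned in, incubated overnight at 37 deg C.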
12-LOX inh – Primary qHTS assay for inhibitors of human arachidonate 12S-lipoxygenase (ALOX12): Round 2; Polyunsaturated fatty acid lipoxygenase ALOX12 (Homo sapiens), P18054; Potency, µM (series often up to 108 µM), without a hit: at the top dose activity change, negative = inhibition, actives largely listed as inhibitors; 580,000 tested, 1.1% active; purified 12hLO, xylenol orange hydroperoxide absorbance; note: % is set by controls: 0 for no effect and ±100 for the full control effect
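Hydroperoxide product was detected by ferrous iron/xylenol orange as the 573 to 405 nm absorbance ratio. Arachidonic acid at 40 uM (final) was turned over for 30 min at room temperature by 150 nM human 12hLO, pH 7.0 Hepes buffer, after 15 min compound preincubation.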
USP1 inh – Inhibitors of USP1/UAF1: Primary Screen. Potency, µM (doses to about 57.1 µM), for inactives: at the highest dose activity change, negative = inhibition, hits mostly inhibitors. AID 743255, 2014. recombinant USP1/UAF1, Ub-Rhodamine cleavage fluorescence. 390,000 tested, 0.23% active; note: % is set by controls: 0 for no effect and ±100 for the full control effect; nearly all actives have a fitted effect of over 60% in size; inactives centre near -12
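1 nM enzyme complex + cpd, 15 min RT; start with Ub-Rho 150nM final; kinetic fluorescence ex 480/em 540, 6 reads q60 s. Buffer 50mM HEPES pH 7.8, 0.5mM EDTA, 0.1 mg/ml BSA, 1mM TCEP, 0.01% Tween-20.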
Vif-APOBEC3F blk – qHTS for Inhibitors of Vif-A3F Interactions: qHTS. HeLa A3F-eYFP + Vif (tagged APOBEC3F with the HIV-1 protein that degrades it), YFP fluorescence increase. Potency, µM (doses to about 46.1 µM), for inactives: at the top dose activity, negative = active. 390,000 tested, 0.2% active. AID 602313, 2012; note: % of control where 0% means no effect; nearly all actives have a fitted effect of over 65% in size
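HeLa cells stably expressing A3F-eYFP plus Vif, plated and incubated overnight at 37 deg C, then exposed to compounds overnight at 37 deg C. Blocked degradation read as raised yellow fluorescence (Ex 488/Em 500-530).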
TrxR1 substrate – qHTS Assay for Substrates of Mammalian Selenoprotein Thioredoxin Reductase 1 (TrxR1): qHTS | Thioredoxin reductase 1, cytoplasmic (Rattus norvegicus), O89049 | purified TrxR1 substrate turnover, NADPH consumption readout | Potency, µM (series often up to 114 µM), for the others: at the top dose activity change, negative = substrate turnover | 390,000 tested, 0.01% active; note: % is set by controls: 0 for no effect and ±100 for the full control effect; nearly all actives have a fitted effect of over 50% in size
Target sequence (O89049 whole entry, looked up): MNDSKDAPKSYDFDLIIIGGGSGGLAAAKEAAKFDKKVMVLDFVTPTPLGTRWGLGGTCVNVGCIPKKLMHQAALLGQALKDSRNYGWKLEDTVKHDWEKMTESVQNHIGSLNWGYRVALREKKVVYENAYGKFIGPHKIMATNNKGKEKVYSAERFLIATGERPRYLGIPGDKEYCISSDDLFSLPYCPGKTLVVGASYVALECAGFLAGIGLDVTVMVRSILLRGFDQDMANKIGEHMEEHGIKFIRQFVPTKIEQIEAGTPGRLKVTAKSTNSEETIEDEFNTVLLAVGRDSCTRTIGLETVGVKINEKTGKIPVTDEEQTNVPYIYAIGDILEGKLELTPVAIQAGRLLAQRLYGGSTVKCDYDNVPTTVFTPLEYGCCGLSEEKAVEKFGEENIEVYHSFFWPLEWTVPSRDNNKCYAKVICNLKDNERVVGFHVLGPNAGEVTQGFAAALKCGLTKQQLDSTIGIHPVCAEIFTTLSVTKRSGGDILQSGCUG
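Rat TrxR1, dispensed at 90 nM, was prereduced with 400 uM NADPH (final) for 5 min at ~22 deg C, then incubated with compound 15 min before 400 uM selenite. A first-read NADPH fluorescence drop versus no-compound background flagged substrates.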
rTrxR1 inhibitor – qHTS Assay for Inhibitors of Mammalian Selenoprotein Thioredoxin Reductase 1 (TrxR1): qHTS; Thioredoxin reductase 1, cytoplasmic (Rattus norvegicus), O89049; recombinant rTrxR1, NADPH fluorescence consumption, selenite substrate; Potency, µM (highest dose often 114 µM), without a hit: top-dose activity change, negative = inhibition, hits mostly inhibitors; 390,000 tested, 1% active; note: % is set by controls: 0 for no effect and ±100 for the full control effect; nearly all actives have a fitted effect of over 65% in size
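Rat TrxR1 (90 nM in the dispensed reagent) was pre-reduced with 400 uM NADPH for 5 min at room temperature, then incubated with compound for 15 min. After 400 uM selenite was added, NADPH fluorescence (Ex 340/Em 450 nm) was followed for 8 min.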
* = called active by the depositor; ? = inconclusive; . = no result given; [ ] = another dose, or the depositor's remark. Calls come from the whole dose curve; as a rule, active = well fitted curve in the direction sought with a large enough effect; inconclusive = small, poorly fitted or top-dose-only effect, or another doubt; inactive = no such curve, though single readings can be large; an effect the other way counts as inactive or inconclusive. Potency is the fitted concentration of half-maximal effect. Only part of the results is shown (hit frequency here may not be typical).

SMILES	mIDH1 inhibitor	RGS4 inh	RXFP1 agonist	Vif-A3G inh	12-LOX inh	USP1 inh	Vif-APOBEC3F blk	TrxR1 substrate	rTrxR1 inhibitor
CCN1C(=O)[C@H]2[C@H]3CN=C(SCc4ccc(C)cc4)N3[C@@](C)(C(=O)OC)[C@H]2C1=O	-5.9%[38.3 µM]	-6.1%	.	-1.8%	?	-7.4%	-4.5%	3.8%	14.2%
CC(=O)Nc1ccc(NC(=O)C(C)Oc2ccccc2F)cc1 (stereo not given)	2.5%	-5.8%	-0.1%	-1.2%	-0.9%	6.9%	2.7%	2.0%	9.6%
O=C(NC1CCSC1=O)c1ccccc1 (stereo not given)	2.1%	-39.5%[56.9 µM]	1.0%	-0.6%	0.0%	-22.6%	-9.4%	12.3%	-0.3%
CC12CCC(=O)N1C(C(=O)Nc1ccc(F)c(F)c1F)CS2 (stereo not given)	0.7%	6.4%	0.0%	0.2%	?	-19.9%	-15.8%	5.0%	12.9%
CN(Cc1ccccc1)C(=O)c1cccnc1	-0.7%	5.6%	0.0%	0.5%	8.2%	-1.7%	-9.7%	3.2%[57.1 µM]	0.6%[57.1 µM]
Cc1ccc(S(=O)(=O)N2CCCCC2)cc1NC(=O)C1CC1	0.5%	9.6%	.	0.2%	396.4%[activator]	2.7%	-4.3%	1.0%	15.2%
Cn1nc(C(=O)NC2CCCCC2)c2c1-c1ccccc1S(=O)(=O)C2	-7.6%	18.8%[56.9 µM]	-0.1%	-4.7%	4.5%	-8.9%	2.0%	-2.3%	6.6%
O=c1c2ccccc2nnn1Cc1ccc2ccccc2c1	-6.6%	10.3%	1.3%	-2.8%	-2.4%	-9.3%	-7.5%	-1.9%	9.8%
CN(C)c1ccc(CNC(=O)c2cnc3sc(N4CCOCC4)nn3c2=O)cc1	4.2%	-28.1%	-1.3%	0.0%	-12.6%	20.0%	3.1%	0.6%[57.1 µM]	5.4%[57.1 µM]
Cc1cccc(C(=O)Nc2nnc(SCC(=O)NCc3ccco3)s2)c1	0.4%	3.9%	.	-0.1%	29.8%	-19.3%	0.0%	11.4%	24.0%
CN(C)S(=O)(=O)c1ccc(N2CCOCC2)nc1	6.1%	-17.8%	-0.4%	0.9%	5.4%	-8.4%	-3.5%	3.6%	16.6%
CNS(=O)(=O)c1ccc(NC(=O)c2csc(C)c2)cc1	11.9%	-13.9%	0.8%	0.7%	?	-20.1%	-10.2%	7.2%	12.0%
Cc1ccc(NC(=O)COc2coc(CN3CCN(Cc4ccccc4)CC3)cc2=O)cc1	1.9%	26.9%	0.6%	-0.8%	6.1%	-3.3%	-7.0%	3.0%	13.1%
O=c1cc(C(Cl)(Cl)Cl)oc2c1ccc1ccccc12	-3.6%	10.2%	1.8%	-20.2%	-19.9%	-11.4%	0.0%	4.6%[57.1 µM]	159.2%[activator][57.1 µM]
CC(C)(C)CC(=O)Nc1nnc(-c2cccs2)s1	2.9%	-13.2%	24.5%	1.4%	0.0%	-14.8%	4.3%	42.4%[activator]	17.0%
COc1ccc(O)c(/C=N/Nc2nc(Nc3ccccc3)nc(-n3nc(C)cc3C)n2)c1	0.5%	-6.3%	1.2%	-1.9%	0.0%	-16.9%	3.9%	-9.4%[57.1 µM]	8.8%[57.1 µM]
CCN(CC)CCNCc1ccc(-c2ccc(Cl)cc2)o1	1.5%	-12.9%	1.2%	-0.6%	-8.6%	-2.5%	-12.5%	8.2%	-15.0%
CN1C(=O)N(CC(=O)Nc2ccc3c(c2)OCO3)C(=O)C12CCCCC2	1.3%	.	.	1.3%	2.7%	-22.1%	-5.6%	.	.
Cc1ccc(NC(=O)COC(=O)C2COc3ccccc3O2)cc1S(=O)(=O)N1CCOCC1 (stereo not given)	5.2%	-22.0%	4.3%	0.7%	-7.0%	0.3%	-12.4%	-5.6%	4.2%
CN(CCCNC(=O)c1cn(C)c2ccc(S(=O)(=O)N(C)C)cc2c1=O)c1ccccc1	-5.8%	-0.8%	-1.5%	0.6%	-1.5%	-10.4%	1.0%	0.3%[57.1 µM]	7.9%[57.1 µM]
COc1ccccc1NC(=O)CSc1nc2ccccc2n1C(C)=O	-1.6%	24.4%	0.5%	-3.5%	15.7%	-12.2%	1.5%	-1.2%	1.6%
N#Cc1ccccc1NC(=O)CSc1ccc([N+](=O)[O-])cn1	1.7%	-2.6%	8.3%	-1.1%	10.0%	-13.0%	-2.9%	-4.3%	-1.1%
O=C(CCc1ccc(O)cc1)NN=Cc1ccc2c(c1)OCO2	2.7%	.	.	-9.6%	-12.0%	-14.8%	2.5%	.	.
CCn1c(SCC(N)=O)nnc1C(C)C	3.7%	-12.2%	1.1%	-2.5%	4.8%	-8.1%	3.2%	8.6%[57.1 µM]	25.7%[57.1 µM]
CN1CCN(C(=O)CCNC(=O)Cn2ccc3ccccc3c2=O)CC1	7.5%	24.7%	1.0%	0.0%	0.2%	-8.0%	1.0%	5.2%	2.0%

(cont.)
SMILES	mIDH1 inhibitor	RGS4 inh	RXFP1 agonist	Vif-A3G inh	12-LOX inh	USP1 inh	Vif-APOBEC3F blk	TrxR1 substrate	rTrxR1 inhibitor
CCOc1ccc(NC(=O)Cn2c(=O)oc3cc(Cl)ccc32)cc1	-0.3%	-5.6%	0.5%	1.3%	-1.8%	-12.2%	-1.2%	-3.7%	12.6%
Cc1csc(NC(=O)c2nc3nccc(C)n3n2)n1	0.8%	-44.9%[11.4 µM]	3.6%	-7.2%	?	1.5%	7.7%	-15.7%	-12.9%
COC(=O)c1ccc(N2CCN(C)CC2)c(NC(=O)COc2ccc(C)cc2)c1	10.7%	7.4%	-0.4%	2.1%	0.0%	-12.4%	-4.2%	-1.1%	18.6%
Cc1ccc(Nc2cc(=O)n(C3CCCCC3)c(=O)[nH]2)cc1C	-6.9%	-34.1%	-1.3%	-6.9%	453.3%[activator]	0.1%	-11.9%	4.1%	2.4%
CC(C)Cn1c(N)c(C(=O)COC(=O)c2cc3ccccc3cc2O)c(=O)n(C)c1=O	-9.9%	17.2%	.	3.6%	0.0%	-12.3%	-3.5%	1.8%	16.0%
O=S(=O)(c1cccs1)N1CCN(c2ccc(O)cc2)CC1	5.7%	-20.0%	0.3%	4.3%	?	-18.8%	6.3%	5.6%	18.2%
Nc1c(C(=O)Nc2cccc(Cl)c2)sc2nc3c(cc12)CN(Cc1ccccc1)CC3	.	-19.1%	19.7%	.	?	-27.1%	.	6.5%	34.9%
CC(c1ccccc1)n1cc(C(=O)NCc2ccccn2)nn1 (stereo not given)	-0.7%	43.6%	2.0%	-0.7%	-6.0%	-3.8%	-1.5%	-1.8%	0.5%
CC(C)c1onc(C(=O)Nc2sc3c(c2C#N)CCC3)c1[N+](=O)[O-]	9.6%	-32.7%	-1.4%	-4.2%	?	-24.7%	0.7%	-12.4%	-20.7%
c1ccc(Cc2nnc3sc(-c4cccs4)nn23)cc1	8.4%	-39.3%	2.0%	-0.1%	-18.9%	-11.1%	-0.4%	4.7%	-7.1%
Fc1cccc(CN(C2=NCCN2)c2c(Cl)cccc2Cl)c1	-9.8%	-7.0%	0.1%	-1.4%	-20.0%	-8.0%	-2.9%	-5.5%	6.6%
COc1ccc(Nc2nnc(-c3ccncc3)s2)cc1Cl	1.7%	-16.1%	-0.9%	1.2%	-17.2%	?	-18.9%	8.1%	46.6%[activator]
CCCCOP(=O)(c1ccc(N(C)C)cc1)C(O)c1cc(OC)ccc1OC (stereo not given)	9.2%	-28.2%	0.0%	0.6%	0.0%	-6.0%	5.0%	-14.9%[57.1 µM]	18.1%[57.1 µM]
COc1ccc(C(=O)COC(=O)c2sccc2C)cc1OC	-0.7%	-10.0%	.	-3.8%	-53.7%	-21.5%	10.2%	2.5%	13.6%
COc1cccc(OCCNC(=O)c2cccc(OC)c2)c1	1.9%	-18.9%	-0.9%	0.9%	0.0%	?	7.3%	-6.9%	4.3%

Gathered by group, the entries above with a cyano group.
SMILES	mIDH1 inhibitor	RGS4 inh	RXFP1 agonist	Vif-A3G inh	12-LOX inh	USP1 inh	Vif-APOBEC3F blk	TrxR1 substrate	rTrxR1 inhibitor
N#Cc1ccccc1NC(=O)CSc1ccc([N+](=O)[O-])cn1	1.7%	-2.6%	8.3%	-1.1%	10.0%	-13.0%	-2.9%	-4.3%	-1.1%
CC(C)c1onc(C(=O)Nc2sc3c(c2C#N)CCC3)c1[N+](=O)[O-]	9.6%	-32.7%	-1.4%	-4.2%	?	-24.7%	0.7%	-12.4%	-20.7%
